Screens: PubChem BioAssay, several laboratories
TNF necrop inh = TNF-alpha cell death inhibition in Jurkat FADD-/- cells. Jurkat FADD-/- TNF necroptosis rescue, ATP luminescence, 24 h; 0 = TNF only, 100 = no-TNF cells. activation (protection from cell death), % at 10 µM. hit rate 0.068% among 220,000. AID 463075;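 active = activation, meaning protection from cell death, of at least 50% relative to plate controls; inactive = activation below 50%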;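 also: necroptosis triggered by 40 ng/mL TNF-alpha added together with compound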
Ba/F3 V617F tox = lowers viability of Ba/F3 cells expressing EpoR and JAK2V617F; inhibition, % at 5.6 µM; hit rate 1.1% among 220,000; ATP luminescence; AID 1446;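 active = inhibition above the campaign mean plus 3 SD over all tested compounds, cut at about 24% in these data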;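 also: cytokine-independent growth of Ba/F3 cells driven by EpoR plus mutant JAK2; 0% = DMSO-treated cells and 100% = JAK inhibitor I control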
RBBP9 inh = inhibitors of human serine hydrolase RBBP9; recombinant RBBP9, FP-Rh probe fluorescence polarization; inhibition, % at 7.94 µM; hit rate 0.2% among 220,000;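 active = inhibition above the campaign mean of all tested compounds plus 3 SD, cut at about 14% in these data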;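 also: plate controls were DMSO wells with RBBP9 for no effect and wells lacking RBBP9 protein for full effect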
Target sequence (O75884 whole entry, looked up): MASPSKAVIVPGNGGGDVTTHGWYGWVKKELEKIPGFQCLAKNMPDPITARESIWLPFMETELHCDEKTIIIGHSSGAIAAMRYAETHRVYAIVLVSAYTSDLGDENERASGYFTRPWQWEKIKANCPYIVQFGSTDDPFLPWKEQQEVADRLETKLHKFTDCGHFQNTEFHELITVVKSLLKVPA
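Material: RBBP9 protein. Amount: RBBP9 at 2.5 µM in dispensed solution, before mixing. Schedule: 30 min then 45 min, 25 °C. Medium: Tris buffer pH 8.0, NaCl, Pluronic. Measured by: fluorescence polarization. Measure: percent inhibition from mP, scaled between DMSO and no-protein wells. Replication: one well per compound.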
Wee1 stabilizer = inhibitors of human Wee1 degradation; AID 1321; hit rate 1.2% among 220,000; reporter increase, % at 5 µM; HeLa Luc-Wee1K328M stability, luciferase luminescence; 100% = proteasome inhibitor MG132 effect; P30291;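 active = activation above the mean of all tested compounds plus 3 SD, set per screening run, cut at about 8.8% in these data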;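 also: cells exposed to compound for 20 h before luminescence read; 0% = DMSO alone and 100% = MG132 at 30 µM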
Target sequence (P30291 whole entry K328M): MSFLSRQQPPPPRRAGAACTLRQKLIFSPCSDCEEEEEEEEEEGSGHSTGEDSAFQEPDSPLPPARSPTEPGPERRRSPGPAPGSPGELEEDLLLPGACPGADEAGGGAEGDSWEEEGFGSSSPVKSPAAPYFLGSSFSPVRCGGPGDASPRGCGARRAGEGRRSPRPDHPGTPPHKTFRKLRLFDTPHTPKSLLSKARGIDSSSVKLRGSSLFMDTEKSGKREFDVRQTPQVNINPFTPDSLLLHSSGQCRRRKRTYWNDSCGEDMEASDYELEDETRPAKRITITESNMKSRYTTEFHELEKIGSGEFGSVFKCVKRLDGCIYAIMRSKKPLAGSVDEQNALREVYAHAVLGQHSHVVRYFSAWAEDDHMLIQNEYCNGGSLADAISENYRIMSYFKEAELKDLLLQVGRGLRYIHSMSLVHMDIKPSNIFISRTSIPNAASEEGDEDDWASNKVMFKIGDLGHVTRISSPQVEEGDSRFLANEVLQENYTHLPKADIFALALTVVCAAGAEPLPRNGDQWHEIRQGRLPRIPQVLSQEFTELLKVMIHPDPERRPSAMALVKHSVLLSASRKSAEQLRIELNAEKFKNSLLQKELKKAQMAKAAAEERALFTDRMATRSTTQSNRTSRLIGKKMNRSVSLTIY
CHOP inhibitor = inhibitors of CHOP induction in ER stress response; inhibition, % at 10 µM; CHO-K1 CHOP-promoter luciferase, tunicamycin-induced, 15-18 h; hit rate 3.8% among 220,000;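 active = compounds that reduced the stress-induced luciferase reporter signal by more than about 70% of percent inhibition, limit read from the data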;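 also: 0% = tunicamycin plus vehicle and 100% = wells without tunicamycin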
TRPML3 agonist = agonists of human TRPML3 channel | activation, % at 3 µM | Q8TDD5 | HEK293 TRPML3-YFP, Fluo-8 calcium fluorescence; 100% = the carbachol control signal | hit rate 0.29% among 220,000 | AID 1448;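 active = activation above its plate's cutoff, the mean activation of the plate's test wells plus 3 SD, cut at about 12% in these data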;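 also: 0% = DMSO only wells and 100% = carbachol wells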
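Material: HEK293 cells stably carrying human TRPML3-YFP; compound dosing: single dose, 3 µM final nominal compound, 0.3% DMSO final; incubation: 1-h 37 °C dye load, 5-s basal, 120-s post-compound reads; technique: Fluo-8 intracellular calcium fluorescence, excitation 470-495 nm, emission 515-575 nm; read-out basis: percent activation from peak-to-basal fluorescence ratio, scaled between DMSO and carbachol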
PPC-1+TRAIL kill = PPC-1 cancer cell killing with TRAIL present; hit rate 0.41% among 220,000; cell killing (% activity), % at 4 µM; PPC-1 cells + TRAIL, ATPLite viability luminescence;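 active = cell killing above 50% in the first pass at 4 µM, then a duplicate retest at 5 µM averaging 50% or more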;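 also: plate controls were cells with TRAIL plus DMSO for no effect and medium-only wells lacking cells for full effect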
BaF3 parental = counter-screen for JAK2V617F inhibitors: parental Ba/F3 viability inhibitors; CellTiter-Glo ATP luminescence; hit rate 1.1% among 220,000; inhibition, % at 5.6 µM;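 active = inhibition above a per-campaign cutoff, the mean inhibition of all tested compounds plus 3 SD, cut at about 27% in these data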;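 also: 0% = DMSO wells and 100% = JAK Inhibitor I control wells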
TRPN1 ag = activates the zebrafish TRPN1 channel. HEK293 zebrafish TRPN1-YFP, Fluo-8 calcium fluorescence; 100% = response to 87 µM carbachol. activation, % at 3 µM. hit rate 0.18% among 220,000. AID 1424;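 active = activation above its plate's cutoff, the mean activation of test wells on that plate plus 3 SD, cut at about 19% in these data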;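 also: 0% = DMSO alone and 100% = 87 µM carbachol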
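Material: zebrafish TRPN1-YFP in HEK293 cells. Doses: one dose of 3 µM, 0.3% DMSO. Incubation: dye 1 h 37 °C plus 30 min RT. Measured by: intracellular calcium fluorescence with Fluo-8.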
Numbers without * were called inactive; x = no result given.

SMILES	TNF necrop inh	Ba/F3 V617F tox	RBBP9 inh	Wee1 stabilizer	CHOP inhibitor	TRPML3 agonist	PPC-1+TRAIL kill	BaF3 parental	TRPN1 ag
COc1ccc(C2Nc3ccccc3C(=O)N2NS(C)(=O)=O)cc1 (configuration not stated)	0.2	-3	-5	0	-3	1.1	-10	1	0.5
CCCC(=O)Nc1cc(C(F)(F)F)ccc1N1CCOCC1	0.1	-2	-1	0	10	1.2	2	1	-0.2
Cc1ccc(CSc2n[nH]c(N)n2)cc1	-0.9	-3	1	-1	-7	-0.7	x	5	1.1
Cc1ccc(/C=N/NC(=O)C(=O)N/N=C/c2ccc(C)o2)o1	0.2	45*	-3	3	0	0.1	-9	0	-1.3
C/C(=N\NC(=O)CN(c1ccccc1Br)S(C)(=O)=O)c1ccc2c(c1)OCCO2	3.4	-3	-8	5	37	1.0	11	1	-0.8
CCOC(=O)c1nnn(-c2nonc2-n2cccc2)c1CN1CCC(C(=O)OCC)CC1	-1.9	1	-12	-1	-5	-1.1	7	7	-2.2
O=c1c2ccccc2c2ccccc2c(=O)n1Cc1cccnc1	-0.3	1	-2	2	29	0.8	-1	6	1.4
CCCC(c1nnnn1Cc1ccco1)N1CCN(C(=O)c2ccco2)CC1 (configuration not stated)	1.1	-4	3	-2	7	0.3	19	2	1.6
Nc1c(C(=O)Nc2ccccc2)c2nc3ccccc3nc2n1CCCN1CCOCC1	1.3	-2	-3	8	100*	-0.1	2	-2	2.5
NC(=O)C1CCN(c2ncnc3c(-c4ccccc4)nsc23)CC1	0.0	0	-7	1	20	0.8	19	8	1.3
COc1ccc(/C=N/NC(=S)Nc2ccccc2)cc1COc1ccccc1F	2.1	-5	-1	0	40	0.7	12	-1	-0.6
CCCCC(O)(CCCC)C(=O)NN(C(=O)OCC)c1ccccc1	0.0	0	-5	0	-5	-0.1	13	2	-1.9
CCN(CC)S(=O)(=O)N1CCC(C(=O)NCc2ccc(C)cc2)CC1	-0.1	-2	-2	0	10	0.1	13	3	0.8
Cc1ccc(CNC(=O)CCCCCNc2nc(=S)[nH]c3ccccc23)cc1	0.9	-2	-2	-1	41	0.4	24	3	-0.9
COc1ccc(CN(C(=O)c2nsc(Cl)c2Cl)C(C(=O)NC2CCCC2)c2ccc(C)cc2)cc1 (configuration not stated)	2.0	-1	-8	-1	-14	0.6	3	7	2.7
Cc1ccc(C(=O)OC2CCS(=O)(=O)c3sccc32)cc1 (configuration not stated)	-0.5	-2	4	-1	77*	1.6	10	0	1.8
C#CCn1c(=NC(=O)c2ccc(S(=O)(=O)N3CCc4ccccc4C3)cc2)sc2cc(S(N)(=O)=O)ccc21	1.9	0	-15	-1	110*	0.5	61*	3	-0.3
COc1ccccc1NS(=O)(=O)c1cc(NC(=O)c2ccc3ccccc3n2)ccc1Cl	2.7	-2	-4	2	23	1.4	19	1	1.8
O=C(COC(=O)C(Cc1ccccc1)NC(=O)c1ccccc1)c1ccccc1 (configuration not stated)	1.0	0	-7	-1	3	-1.0	13	9	-2.6
COc1ccc(CC(=O)NNc2ncnc3c2cnn3-c2ccccc2)cc1	2.2	-3	-2	1	1	0.0	33	5	-2.4
c1ccc(-c2cc3c(N4CCOCC4)ncnc3s2)cc1	-1.0	-2	-4	-1	43	-0.6	0	1	-0.4
CCn1c(=O)c2cc(C(=O)NCCN3CCOCC3)sc2c2ccccc21	-2.8	4	-9	-1	-5	0.4	-22	0	2.4
O=C(CSc1nnc(-c2ccccc2)o1)N1CCOCC1	-0.6	0	-6	0	-27	0.9	15	2	0.2
Cc1ccc(OCC(=O)N/N=C2\CCOc3c(C)cccc32)cc1	-0.8	-4	-10	-3	69	-1.7	20	-5	-0.6
O=P(O)(CN1CCCCC1)CN1CCCCC1	-0.7	-3	-7	2	-7	1.0	11	8	0.3
O=C(NC1CC1)c1cc(F)c(F)cc1Cl	-0.2	-1	-9	-1	-11	0.8	-11	5	-1.0
CCN(CC)CCCNC(=O)c1ccc(Cl)c(S(=O)(=O)Nc2ccccc2OC)c1	-0.3	0	-8	1	20	0.5	5	5	-0.2
COc1ccc(CN(C)C(C)C(=O)Nc2ccc(S(=O)(=O)N3CCOCC3)cc2)c(OC)c1 (configuration not stated)	0.8	0	-6	-2	14	0.4	1	5	-0.1
Cc1ccc2nc(SCC(=O)NCc3ccco3)[nH]c2c1	-1.2	-3	-4	-1	2	0.2	12	0	-1.6
COc1ccc(CC(=O)N/N=C/c2ccc(-c3ccc(F)cc3)o2)cc1OC	0.0	3	-11	-2	45	-0.4	3	2	-1.9
C/C(=N\NC(=O)c1cccnc1)c1cccc([N+](=O)[O-])c1	-0.2	-3	3	3	5	0.7	-4	5	0.3
COC(=O)CCC(=O)c1oc2ccccc2c1NC(=O)CCCN1C(=O)c2ccccc2C1=O	0.7	-1	7	7	46	-0.5	11	-2	-0.1
CC1CC(C)CN(C(=O)c2cc3cc(Br)cc(Br)c3o2)C1 (configuration not stated)	-0.9	1	-4	0	39	0.6	8	4	0.1
CCOC(=O)c1nn(-c2ccccc2F)c(-c2ccccc2)c1C(=O)c1ccccc1	-4.3	-3	-1	0	18	-0.8	8	5	0.7
O=C(Nc1nc(-c2ccncc2)cs1)C1c2ccccc2Oc2ccccc21	2.7	1	-32	2	39	0.5	8	2	-0.3
COc1ccc(-c2cc(C(F)(F)F)nc(SCC(=O)Nc3sc4c(c3C#N)CCC4)n2)cc1	-4.7	1	-3	8	12	0.6	11	6	1.4
COc1ccc(CCNC(=O)CCS(=O)(=O)c2ccc(Br)cc2)cc1OC	1.4	0	2	-3	7	-0.1	8	2	-1.8
COc1ccc(-c2c(C)n([O-])c3c([n+]2=O)CCCCC3)cc1	1.7	3	-7	0	5	0.8	20	1	0.1
COc1ccc(-c2cc(C(=O)Nc3ccc(S(=O)(=O)Nc4onc(C)c4C)cc3)c3ccccc3n2)cc1OC	1.5	-4	2	1	3	-0.6	0	0	-1.1
COc1cc(NC(=O)NCc2ccncc2)cc(OC)c1OC	-0.6	2	-9	-2	11	-0.2	6	1	0.2
Cc1cc(C)cc(N(CC(=O)NCC2CCCO2)C(=O)CCC(=O)Nc2cc(C)on2)c1 (configuration not stated)	-0.8	1	-5	2	-11	0.8	-14	-2	-0.1
O=C(/C(=C/O)N=Nc1ccc(Cl)cc1)c1ccncc1	-9.0	1	-7	4	48	-0.1	16	10	-0.5
O=C(NC(=S)Nc1ccc(CN2CCOCC2)cc1)c1ccc([N+](=O)[O-])cc1	2.4	-1	-4	-4	-16	1.7	-2	8	3.7
CS(=O)(=O)c1ccc2nc(NC(=O)C3CCCO3)sc2c1 (configuration not stated)	-0.7	-4	0	-2	-7	0.0	x	1	-0.1

15 consecutive entries out of the list so far, quoted:
SMILES	TNF necrop inh	Ba/F3 V617F tox	RBBP9 inh	Wee1 stabilizer	CHOP inhibitor	TRPML3 agonist	PPC-1+TRAIL kill	BaF3 parental	TRPN1 ag
COc1ccc(C2Nc3ccccc3C(=O)N2NS(C)(=O)=O)cc1 (configuration not stated)	0.2	-3	-5	0	-3	1.1	-10	1	0.5
CCCC(=O)Nc1cc(C(F)(F)F)ccc1N1CCOCC1	0.1	-2	-1	0	10	1.2	2	1	-0.2
Cc1ccc(CSc2n[nH]c(N)n2)cc1	-0.9	-3	1	-1	-7	-0.7	x	5	1.1
Cc1ccc(/C=N/NC(=O)C(=O)N/N=C/c2ccc(C)o2)o1	0.2	45*	-3	3	0	0.1	-9	0	-1.3
C/C(=N\NC(=O)CN(c1ccccc1Br)S(C)(=O)=O)c1ccc2c(c1)OCCO2	3.4	-3	-8	5	37	1.0	11	1	-0.8
CCOC(=O)c1nnn(-c2nonc2-n2cccc2)c1CN1CCC(C(=O)OCC)CC1	-1.9	1	-12	-1	-5	-1.1	7	7	-2.2
O=c1c2ccccc2c2ccccc2c(=O)n1Cc1cccnc1	-0.3	1	-2	2	29	0.8	-1	6	1.4
CCCC(c1nnnn1Cc1ccco1)N1CCN(C(=O)c2ccco2)CC1 (configuration not stated)	1.1	-4	3	-2	7	0.3	19	2	1.6
Nc1c(C(=O)Nc2ccccc2)c2nc3ccccc3nc2n1CCCN1CCOCC1	1.3	-2	-3	8	100*	-0.1	2	-2	2.5
NC(=O)C1CCN(c2ncnc3c(-c4ccccc4)nsc23)CC1	0.0	0	-7	1	20	0.8	19	8	1.3
COc1ccc(/C=N/NC(=S)Nc2ccccc2)cc1COc1ccccc1F	2.1	-5	-1	0	40	0.7	12	-1	-0.6
CCCCC(O)(CCCC)C(=O)NN(C(=O)OCC)c1ccccc1	0.0	0	-5	0	-5	-0.1	13	2	-1.9
CCN(CC)S(=O)(=O)N1CCC(C(=O)NCc2ccc(C)cc2)CC1	-0.1	-2	-2	0	10	0.1	13	3	0.8
Cc1ccc(CNC(=O)CCCCCNc2nc(=S)[nH]c3ccccc23)cc1	0.9	-2	-2	-1	41	0.4	24	3	-0.9
COc1ccc(CN(C(=O)c2nsc(Cl)c2Cl)C(C(=O)NC2CCCC2)c2ccc(C)cc2)cc1 (configuration not stated)	2.0	-1	-8	-1	-14	0.6	3	7	2.7
